F508del corr: CFTR F508del correction in bronchial cells; CFBE cells, YFP halide quenching; stimulated with forskolin plus potentiator P3; % fluorescence drop versus neutral controls; AID 720511; activity (quench increase), % at 7.58 µM; 350,000 compounds, 0.36% hits;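 active = mean added fluorescence quench of at least 8% versus neutral control, with both replicates also reaching 8%; inconclusive = only one of the mean or replicate conditions met; inactive = mean below 8% and not both replicates reaching 8%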;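 note: cells transiently co-express mutant CFTR-F508del with the halide-sensitive YFP; corrector assay measuring rescue of mutant channel to the surface after 24 h compound exposure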
DENV2 CPE rescue: protects cells from dengue virus 2 cytopathic effect. DENV2-infected cells, cytopathic effect rescue, plate reader. CPE inhibition, % at 9.99 µM. 350,000 compounds, 1.7% hits. AID 651640; in the data active = CPE inhibition above about 20%, passing the limit was not always enough; inconclusive = no clear call, values can overlap the other calls; tested in BHK-21 cells;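 note: 0% = median of neutral control wells and 100% = median of positive control wells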
PAX8 inh HTS: PAX8 transcriptional activity inhibition; 360,000 compounds, 1.2% hits; inhibition, % at 12.6 µM; AID 652154; RMG-I TPO-luciferase reporter, SteadyGlo, 24 h;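 active = mean replicate inhibition at least 60% with every replicate also reaching 60%; inconclusive = only one of the two criteria is met; inactive = mean below 60% and not all replicates reaching 60%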;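 note: luciferase light reporting Pax8 driven TPO promoter activity; plate controls were median of neutral control wells for no effect and mitoxantrone controls for full effect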
INS-1E GSIS act: primary screen for activators of insulin secretion dependent on glucose, INS-1E cells, GLuc reporter luminescence; INS-1E GLuc reporter insulin secretion, 2-3 h; activation, % at 16.6 µM; 370,000 compounds, 0.61% hits;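 active = lowest replicate activation of at least 40%, so every replicate reaches that level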;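 note: 0% = median of neutral control wells and 100% = median of IBMX positive control wells; some compounds called inactive have numbers as strong as hits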
Xi reactivation: X-chromosome reactivation activator | XiGFP mouse fibroblasts, % GFP-positive cells imaging, 3 d; cells co-treated with 5-aza-dC sensitizer; scaled so ellipticine positive control = 100% | activation, % at 7.58 µM | 360,000 compounds, 0.055% hits | AID 743238;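 active = mean normalized replicate activation at least 10% and every replicate at or above 10%; inconclusive = only one of the two criteria met; inactive = mean below 10% and not all replicates reach 10%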;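 note: 0% = median of on-plate neutral control wells and 100% = ellipticine 6 µM median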
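Schedule: 3 d treatment, 15 min room-temperature fixation; system: 68-5-11 XiGFP fibroblast line; buffer or medium: DMEM plus 5-aza-dC sensitizer; control set: ellipticine 6 µM positive control; compound: one concentration, pinned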
EWS-Fli inh: blocks EWS/Fli oncoprotein-driven transcription | A673 NR0B1-luciferase reporter, viability-normalised | inhibition, % at 12.6 µM | 350,000 compounds, 0.67% hits;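 active = mean inhibition of at least 50% after viability correction, with every replicate also passing that limit; inconclusive = mean reaches 50% but only one of two replicates passes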;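 note: firefly luciferase signal divided by Alamar Blue viability fluorescence both relative to DMSO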
ERp5 inh: inhibitors of human ERp5 | Q15084 | ERp5 insulin aggregation, absorbance 650 nm, 90 min | inhibition, % at 9.99 µM | 350,000 compounds, 0.05% hits;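 active = mean replicate inhibition above about 25%, with every replicate also reaching it, limit read from the data, passing the limit was not always enough; inconclusive = only one of those two criteria met; inactive = neither criterion met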
Target sequence (Q15084 whole entry, looked up): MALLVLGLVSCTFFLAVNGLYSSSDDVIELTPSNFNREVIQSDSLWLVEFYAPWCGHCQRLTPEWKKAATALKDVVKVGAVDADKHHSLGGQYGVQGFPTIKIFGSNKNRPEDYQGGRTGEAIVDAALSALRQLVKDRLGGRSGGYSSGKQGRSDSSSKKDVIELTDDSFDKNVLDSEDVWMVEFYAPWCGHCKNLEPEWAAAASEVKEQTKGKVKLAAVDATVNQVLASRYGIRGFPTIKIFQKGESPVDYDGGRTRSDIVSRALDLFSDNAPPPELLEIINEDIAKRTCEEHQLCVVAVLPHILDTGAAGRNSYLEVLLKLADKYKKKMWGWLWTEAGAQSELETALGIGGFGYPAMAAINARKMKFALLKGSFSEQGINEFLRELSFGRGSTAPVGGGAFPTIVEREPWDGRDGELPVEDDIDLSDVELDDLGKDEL
ARNT-TACC3 inh: disruptors of human ARNT/TACC3 interaction; Q9Y6A5; AlphaScreen His-ARNT PAS-B/GST-TACC3 binding, luminescence; TACC3 fragment carries E629A point mutation; inhibition, % at 9.99 µM; 390,000 compounds, 0.66% hits; AID 623870;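 active = mean inhibition of replicates at least 50% and at least half of replicates each reaching 50%; inconclusive = half or more replicates reach 50% but mean below 50%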;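 note: 0% = complete ARNT plus TACC3 wells and 100% = ARNT alone without TACC3; many hits fall short of the cut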
Numbers without * were called inactive; u = inconclusive; x = no result given; & = joins results of further samples. This is a random part of the collection; about 4.2% have a hit in one of these screens.

SMILES	F508del corr	DENV2 CPE rescue	PAX8 inh HTS	INS-1E GSIS act	Xi reactivation	EWS-Fli inh	ERp5 inh	ARNT-TACC3 inh
O=C1CN(S(=O)(=O)Cc2ccccc2)C[C@H]2[C@H](c3ccc(C#CC4CC4)cc3)[C@H](CO)N12	-3.1	4.0	5.4	-12.4	0.0	7.2	-1.8	x
CCOC(=O)C1CCN(CC(C)(C)NS(=O)(=O)c2ccccc2)CC1	-2.2	-6.1	-11.5	-2.2	0.3	-1.6	1.5	-9.8
COCC(=O)Nc1ccc2c(c1)C(=O)N(C)C[C@@H](OC)[C@@H](C)CN(C(=O)NC(C)C)[C@@H](C)CO2	-0.1	3.6	x	-3.2	0.3	8.0	1.0	-2.3
CCOC(=O)C1CCCCN1S(=O)(=O)c1cc2c(cc1C)NC(=O)CO2 (stereo not drawn)	2.1	u	5.9	-4.0	0.1	11.9	-1.5	6.8
CCCN(C)C[C@@H]1OCCCC[C@@H](C)Oc2ccc(N(C)C)cc2C(=O)N([C@H](C)CO)C[C@@H]1C	2.2	u	0.0	2.7	0.0	-1.0	1.6	25.0
Cc1ccc(CNC(=O)C2=NNC(=O)CC2)cc1	x	x	18.3	-12.7	-0.1	x	x	1.4
C[C@H](CO)N1C[C@H](C)[C@H](CN(C)C(=O)NC2CCCCC2)Oc2c(NC(=O)NC3CCCCC3)cccc2C1=O	-3.4	-4.6	x	-0.5	-0.1	-6.9	0.1	-7.1
CN(C)CCCNC(=O)C[C@H]1C[C@H](C(=O)N2CCOCC2)[C@@]2(CCC3CCCC3)c3[nH]c4cc(CCC(=O)N(C)C)ccc4c3CCN2C1=O	-1.5	2.9	-12.3	17.8	0.4	-1.1	2.8	0.1
COc1ccccc1CN1C(=O)[C@H]2Cc3c([nH]c4ccccc34)C(C)(C)N2C1=O	-0.3	-7.0	28.0	x	-0.1	9.7	4.8	-2.4
O=C1C2C(c3ccccc3)CC=CC2[C@H](c2cccc([N+](=O)[O-])c2)N1Cc1ccccc1 (stereo partly drawn)	-1.1	-1.8	11.4	-1.6	0.1	26.1	6.4	-3.2
O=C(O)/C=C/C(=O)N1Cc2cc3ccccc3nc2C1	1.0	-3.2	-1.7	16.8	0.2	8.3	3.3	22.6
O=C(CN(c1ccccc1)S(=O)(=O)c1ccccc1[N+](=O)[O-])N1CCCC1	2.8	0.5	7.1	29.9	0.1	-5.6	-3.0	3.9
Cc1ccc(NC(=O)N2CCCCC2)cc1NC(=O)N1CCCCC1	0.3	2.2	-2.4	6.4	0.0	11.4	3.1	-0.2
C[C@H]1CN([C@@H](C)CO)C(=O)Cc2cc(NC(=O)NC3CCCCC3)ccc2O[C@H]1CN(C)S(=O)(=O)c1ccc(F)cc1	1.1	-9.1	32.1	-16.5	-1.2	u	-5.0	-0.4
O=C(Nc1ccc2oc(-c3ccccc3)nc2c1)C1CCCO1 (stereo not drawn)	-0.9	4.0	-190.8	2.0	0.0	-127.3	2.7	27.2
O=C(Nc1ccc(F)c(Cl)c1)c1cc(C2CCCCN2C(=O)c2ccc(Cl)cc2)on1 (stereo not drawn)	2.0	2.9	8.6	-12.0	0.0	16.2	-4.8	x
Cc1ccc(S(=O)(=O)Nc2cccc3c2O[C@@H](CN(C)Cc2ccc(-c4ccccc4)cc2)[C@H](C)CN([C@H](C)CO)C3=O)cc1	-2.4	x	-12.4	-2.4	0.0	5.6	0.9	1.4
Nc1nnnn1/N=C/c1ccc(Cl)cc1	-1.3	-1.8	-9.3	7.8	0.3	-6.5	2.8	-1.6
COc1ccc(OC)c(NC(=S)N2CCCC2)c1	-0.2	-4.4	-6.0	21.1	0.1	x	-9.5	-1.3
N#C[C@H]1[C@H](c2ccccc2-c2cccc(F)c2)[C@@H](CO)N1C(=O)C1CCCC1	3.8	-9.3	5.4	10.2	0.0	-12.0	-4.2	x
CCN(CC)c1ccc(/C=C/c2ccc3ccc(OC)cc3[n+]2CC)cc1	3.5	-5.8	82.9*	-93.2	0.3	57.1*	-2.9	31.2
C[C@@H]1CN([C@@H](C)CO)C(=O)c2c(c3ccccc3n2C)-c2ccccc2CO[C@H]1CN(C)C(=O)c1cc(Cl)cc(Cl)c1	1.7	-3.1	x	-16.5	0.3	8.4	7.2	x
O=C(CNS(=O)(=O)c1cccs1)NCCc1ccc(Cl)cc1	2.0	-0.7	-2.9	5.2	0.2	-5.8	0.5	-0.5
COc1ccc(S(=O)(=O)N[C@H]2C=C[C@H](CC(=O)N3CCc4ccccc4C3)O[C@H]2CO)cc1	0.8	x	29.4	x	0.1	4.4	1.8	-6.2
COc1ccc(C2N(Cc3ccccc3)CCN2Cc2ccccc2)cc1[N+](=O)[O-]	0.1	6.1	11.4	7.9	0.0	-7.0	3.1	-2.7
Cn1nc(C(=O)OCC(=O)Nc2sccc2C(N)=O)c2ccccc2c1=O	-1.5	2.2	8.1	14.9	1.8	-1.6	-1.4	-8.5
C[C@@H](O)C#Cc1ccc2c(c1)O[C@@H](CN(C)Cc1ccc(-c3ccccc3)cc1)[C@@H](C)CN([C@@H](C)CO)S2(=O)=O	0.8	-5.2	50.2	-10.1	-0.5	-5.2	-0.6	-2.7
O=C(NNC(=O)c1ccccc1[N+](=O)[O-])c1ccccn1	3.4	2.8	12.3	7.2	-0.2	19.3	-0.7	x
O=C(CN1CCCCC1CO)c1ccc(OC(F)F)cc1 (stereo not drawn)	1.3	x	-8.6	7.4	0.0	6.5	0.4	-4.6
Nc1c(C(=O)N2CCCC2)sc2nc(-c3ccccc3)ccc12	-2.3	5.0	-155.0	x	0.6	-90.1	-0.4	-38.7
CCN(CC(=O)c1c(N)n(C)c(=O)n(C)c1=O)c1cccc2ccccc12	x	x	19.3	-13.8	-0.1	x	x	2.5
O=C(N[C@@H]1CC[C@@H](CCNS(=O)(=O)c2cccc(Cl)c2)O[C@H]1CO)c1ccc(F)cc1	-1.4	-5.0	0.9	-26.0	-0.1	4.7	11.7	-3.7
COc1ccc(C2CC2C(=O)c2ccccn2)cc1 (stereo not drawn)	-3.0	1.6	-111.5	9.0	0.4	-69.3	2.0	-6.2
CC(Oc1ccccc1)C(=O)N1CCN=C1SCc1ccccc1F (stereo not drawn)	4.5	8.1	-12.0	-9.0	0.0	-0.1	-0.1	-3.7
O=C1O[C@H](c2ccccc2)[C@H](c2ccccc2)N2[C@H]1[C@@H](C(=O)N1CCN(c3ncccn3)CC1)[C@]1(C(=O)Nc3ccc(C#CC4=CCCCC4)cc31)[C@H]2c1ccc(OCCO)cc1	-7.8	-2.2	10.7	x	x	5.5	0.1	24.3
CCCNC(=O)C/C(C)=N/NC(=O)C(=O)Nc1ccccn1	-2.3	0.2	1.3	1.4	0.2	-12.9	-6.4	-8.3
CC(C)(C)C(=O)CN1C(=O)NC2(CCc3ccccc32)C1=O (stereo not drawn)	0.7	0.0	5.3	-2.6	0.2	8.8	-2.1	0.8
Cc1ccc(C(=O)OCC(=O)NCCNC(=O)COC(=O)c2ccc(C)o2)o1	-0.9	-4.2	2.5	4.5	0.0	-0.4	4.5	-10.1
Fc1ccc2nc(Nc3nc4cc5c(cc4s3)OCO5)sc2c1	x	x	-152.6	14.2	0.2	x	x	-6.9
Cc1cc(C(=O)Nc2ccc3c(c2)C(=O)N(C)[C@@H]2CC[C@H](CC(=O)N[C@H](C)c4ccccc4)O[C@H]2CO3)no1	-1.9	-5.5	40.9	5.4	0.1	58.1*	3.8	-13.6
Cc1cccc(NC(=O)C(=O)NCC2CCCN2S(=O)(=O)c2cccs2)c1C (stereo not drawn)	4.0	9.1	13.3	8.9	-0.1	-7.2	-0.4	17.2
COc1ccc(NC(=O)Nc2ccc3c(c2)CC(=O)N([C@H](C)CO)C[C@H](C)[C@H](CN(C)C)O3)cc1	-1.4	-0.3	-1.5	7.6	0.4	-1.2	1.2	-5.3
O=Cc1coc([B-](F)(F)F)c1	1.6	0.4	11.6	9.9	0.0	0.7	0.8	x
O=C(CSc1nc2ccccc2[nH]1)Nc1cccc(S(=O)(=O)N2CCOCC2)c1	-4.3	2.2	21.4	-16.5	0.0	8.4	-1.4	-6.8
O=C(O)CSc1nnc(COc2cccc3cccnc23)n1-c1ccc(Cl)cc1	-0.7	-1.8	-0.8	-8.8	0.2	12.3	-2.5	-3.4
CN(C)S(=O)(=O)c1ccc(N2CCCC2)c(C(=O)NCCc2ccc(F)cc2)c1	-0.5	-8.6	16.6	14.0	0.0	x	-0.6	1.1
CC(=O)COc1ccc2c(-c3cccc([N+](=O)[O-])c3)cc(=O)oc2c1	-2.3	13.6	-11.7	0.8	0.1	2.6	-0.6	1.9
CC(=O)N(C)C[C@@H]1Oc2ncc(-c3cccnc3)cc2C(=O)N([C@H](C)CO)C[C@H]1C	-0.6	-1.6	x	15.0	-0.9	-7.1	4.6	-2.6
COc1ccc(CN(C)C[C@@H]2Oc3ccc(NC(=O)NC4CCCCC4)cc3C(=O)N([C@H](C)CO)C[C@@H]2C)cc1	-0.9	-0.8	1.5	7.6	0.0	6.3	-3.6	-0.3
CC(C)(C)NC(=S)NCC1CC1	0.9	3.5	9.2	12.0	0.0	9.7	1.4	-3.6
Cc1cccc(C(=O)OCC(=O)N2CCCCCC2)c1C	-0.6	-1.3	x	-0.8	0.0	-3.1	2.9	-6.8
O=C(C[C@H]1C=C[C@@H](NC(=O)Nc2ccc(C(F)(F)F)cc2)[C@@H](CO)O1)NCc1ccccn1	3.1	20.1*	x	3.9	0.1	-8.3	x	x
C[C@]12C=CC(=O)C=C1CC[C@@H]1[C@@H]2C(=O)C[C@@]2(C)[C@H]1CC[C@]2(O)C(=O)CO	-5.3&-1.8	8.0&-3.1	1.0	-7.3	0.0	-4.0&-0.3	-2.1&6.5	-2.5
CCOC(=O)C1=C(C)NC2=C(C(=O)CCC2)C1c1cc(OC)ccc1OC (stereo not drawn)	0.4	-0.3	x	5.0	x	0.3	3.6	12.0
O=c1cc(-c2ccccc2)c2cc(Cl)ccc2[nH]1	-2.7	4.4	0.2	25.4	0.3	13.2	2.6	-10.1
CCC(C(=O)NCc1ccc(C)o1)n1nc(C)c2c(C)n(-c3ccccc3)nc2c1=O (stereo not drawn)	-2.0	4.8	13.5	-10.5	0.0	3.5	8.2	-4.7
COc1ccc(CNC(=O)c2c([S-])n(-c3ccc(C)cc3)c3cccc[n+]23)cc1	-0.7	-4.6	25.9	-2.3	0.3	-11.4	1.7	-2.5
Cc1onc(-c2c(F)cccc2Cl)c1C(=O)NC(C)c1ccccc1 (stereo not drawn)	-0.1	-0.8	-6.7	16.0	0.0	-5.8	2.8	x
COc1ccc(C(=O)Nc2ccc3nc4n(c(=O)c3c2)CCCCC4)cc1OC	2.0	u	-17.7	2.5	0.0	-42.5	3.2	x
CC(C)C[C@H]1COc2cc(Br)ccc2S(=O)(=O)N1Cc1ccc(Cl)cc1	0.7	u	-8.1	-13.0	-0.1	4.8	-2.2	x
CS(=O)(=O)N1CC(=O)N2[C@H](CO)[C@@H](c3ccc(C#Cc4cccc(F)c4)cc3)[C@H]2C1	0.6	-2.8	x	23.5	0.3	x	-1.2	x
